BioA inh – blocks M. tuberculosis BioA enzyme activity. purified M. tuberculosis BioA enzyme, plate reader. inhibition, % at 9.99 µM. 0.096% of 360,000 active. AID 602481; in the data active means inhibition above about 40%
* = called active by the depositor. These rows are one share of the data; rates above refer to the full screens.

SMILES	BioA inh
COCC(=O)N(C)C[C@@H]1Oc2ncc(-c3ccccc3F)cc2C(=O)N([C@@H](C)CO)C[C@@H]1C	2.3
C[C@@H]1CCCCO[C@@H](CN(C)C(=O)Cc2ccccc2)[C@@H](C)CN([C@@H](C)CO)C(=O)c2cc(NC(=O)CCCN(C)C)ccc2O1	1.0
Cc1ccccc1-c1ccc2c(c1)O[C@@H](CN(C)C(=O)c1ccccn1)[C@H](C)CN([C@H](C)CO)S2(=O)=O	1.7
C[C@@H](O)C#Cc1ccc([C@@H]2[C@H](CO)N3CCCCN(CC4CC4)C[C@@H]23)cc1	-2.8
C[C@@H]1CN([C@@H](C)CO)S(=O)(=O)c2ccc(C3=CCCC3)cc2O[C@@H]1CN(C)S(=O)(=O)c1cn(C)cn1	-1.2
COc1ccc(NC(=O)N(C)C[C@H]2OCc3cn(nn3)CCCC(=O)N([C@H](C)CO)C[C@H]2C)cc1	-3.0
CN1C(=O)c2cc(NC(=O)C3CC3)ccc2OC[C@@H]2O[C@H](CC(=O)NCc3cccc(F)c3)CC[C@@H]21	-1.5
C[C@@H]1CN([C@H](C)CO)C(=O)c2cc(/C=C/c3ccccc3)cnc2O[C@@H]1CN(C)Cc1cccnc1	-1.6
C[C@H]1CN([C@@H](C)CO)S(=O)(=O)c2ccc(C#Cc3ccc(F)cc3)cc2O[C@@H]1CN(C)C(=O)NC1CCCCC1	-1.9
COc1cccc(S(=O)(=O)N[C@@H]2C=C[C@@H](CC(=O)NCc3ccc(F)cc3)O[C@H]2CO)c1	3.3
CO[C@H]1CN(C)C(=O)c2cc(NC(=O)NC(C)C)ccc2OC[C@@H](C)N(C(=O)CC2CC2)C[C@@H]1C	-1.8
O=C(C[C@H]1CC[C@@H]2[C@H](COC[C@@H](O)CN2S(=O)(=O)c2cccc(Cl)c2)O1)N1CCCCC1	-0.2
COCC(=O)Nc1ccc2c(c1)[C@@H]1C[C@H](CC(=O)N3CCN(C)CC3)O[C@H](CO)[C@@H]1O2	-3.0
CN(C)C(=O)C[C@@H]1CC[C@H]2[C@@H](COc3ccc(NC(=O)C4CC4)cc3C(=O)N2C)O1	-0.6
Cc1ccc(S(=O)(=O)N(C)C[C@H]2Oc3ccc(NC(=O)Cc4ccccc4)cc3CC(=O)N([C@@H](C)CO)C[C@@H]2C)cc1	-0.4
COc1ccccc1S(=O)(=O)Nc1ccc2c(c1)C(=O)N(C)C[C@@H](OC)[C@@H](C)CN[C@H](C)CO2	-0.7
C[C@@H]1CN([C@@H](C)CO)C(=O)c2cc(NS(=O)(=O)c3ccc(Cl)cc3)ccc2O[C@@H](C)CCCCO[C@H]1CN(C)CC1CCCCC1	4.5
Cc1noc(C)c1NC(=O)Nc1ccc2c(c1)C(=O)N([C@@H](C)CO)C[C@@H](C)[C@H](CN(C)C(=O)NC(C)C)OCCCC[C@H](C)O2	0.0
CN1C(=O)c2cc(NC(=O)Nc3cccc(Cl)c3)ccc2OC[C@H]2O[C@@H](CC(=O)NCCc3ccncc3)CC[C@@H]21	0.7
CN1C(=O)c2cc(NC(=O)Nc3ccccc3Cl)ccc2OC[C@@H]2O[C@@H](CC(=O)O)CC[C@@H]21	-2.2

Another view of part of the listing above:
CN1C(=O)c2cc(NC(=O)C3CC3)ccc2OC[C@@H]2O[C@H](CC(=O)NCc3cccc(F)c3)CC[C@@H]21
- BioA inh: -1.5
O=C(C[C@H]1CC[C@@H]2[C@H](COC[C@@H](O)CN2S(=O)(=O)c2cccc(Cl)c2)O1)N1CCCCC1
- BioA inh: -0.2

Not a retest: 4 of the compounds above.
SMILES	BioA inh
COc1ccc(NC(=O)N(C)C[C@H]2OCc3cn(nn3)CCCC(=O)N([C@H](C)CO)C[C@H]2C)cc1	-3.0
CN1C(=O)c2cc(NC(=O)C3CC3)ccc2OC[C@@H]2O[C@H](CC(=O)NCc3cccc(F)c3)CC[C@@H]21	-1.5
C[C@@H]1CN([C@H](C)CO)C(=O)c2cc(/C=C/c3ccccc3)cnc2O[C@@H]1CN(C)Cc1cccnc1	-1.6
C[C@H]1CN([C@@H](C)CO)S(=O)(=O)c2ccc(C#Cc3ccc(F)cc3)cc2O[C@@H]1CN(C)C(=O)NC1CCCCC1	-1.9

(cont.)
SMILES	BioA inh
C[C@H]1CN([C@@H](C)CO)C(=O)c2cc(NC(=O)CCCN(C)C)ccc2O[C@@H]1CN(C)Cc1ccc(Cl)c(Cl)c1	1.1
CCCNC(=O)[C@@H]1[C@@H](CO)[C@@H]2Cn3c(ccc(-c4ccccc4F)c3=O)[C@H]1N2S(C)(=O)=O	-1.0
CN(C)CC(=O)Nc1ccc2c(c1)[C@H]1C[C@H](CC(=O)N3CCN(C)CC3)O[C@@H](CO)[C@H]1O2	-0.2
C[C@H]1CN([C@@H](C)CO)C(=O)c2cc(NS(=O)(=O)c3ccccc3)ccc2O[C@@H]1CN(C)Cc1ccc(Oc2ccccc2)cc1	0.8
C[C@@H]1CN([C@@H](C)CO)C(=O)c2cc(-c3ccccc3)cnc2O[C@@H]1CN(C)C(=O)c1ccccc1F	-4.0
O=S(=O)(N[C@@H]1CC[C@@H](CCn2cc(-c3ccccc3F)nn2)O[C@H]1CO)c1ccc(Cl)cc1	4.2
CO[C@@H]1CN(C)C(=O)c2cc(NC(=O)C3CC3)ccc2OC[C@H](C)N(C(=O)C2CCOCC2)C[C@H]1C	-2.1
CO[C@@H]1CN(C)C(=O)c2ccc(NC(=O)Nc3cc(F)ccc3F)cc2OC[C@H](C)NC[C@H]1C	3.0
COc1ccc(NC(=O)N(C)C[C@@H]2OCCCC[C@@H](C)Oc3ccc(NC(=O)CCC(F)(F)F)cc3C(=O)N([C@@H](C)CO)C[C@H]2C)cc1	1.7
C[C@@H]1CN([C@H](C)CO)C(=O)c2cc(NC(=O)CCC(F)(F)F)ccc2O[C@H]1CN(C)C	-2.8
CCCNC(=O)N1C[C@H](C)[C@@H](OC)CN(C)C(=O)c2cc(NC(=O)CCC)ccc2OC[C@H]1C	-1.6
C[C@H](NC(=O)[C@@H]1[C@@H](CO)[C@@H]2Cn3c(ccc(-c4ccncc4)c3=O)[C@H]1N2C)c1ccccc1	0.6
O=S(=O)(c1ccccc1)N1C[C@H]2[C@@H](c3ccccc31)[C@@H](CO)N2Cc1ccc2c(c1)OCO2	2.2
COc1ccc(NC(=O)N[C@@H]2CC[C@H](CCNC(=O)Cc3ccncc3)O[C@@H]2CO)cc1	-0.6
Cc1cc(C(=O)Nc2ccc3c(c2)C(=O)N(C)[C@H]2CC[C@@H](CC(=O)N[C@@H](C)c4ccccc4)O[C@H]2CO3)no1	8.5
CO[C@@H]1CN(C)C(=O)c2cc(NC(=O)NC(C)C)ccc2OC[C@@H](C)N(Cc2cncnc2)C[C@H]1C	-1.0
O=S(=O)(NCC[C@H]1CC[C@H](NS(=O)(=O)c2cccc(Cl)c2)[C@H](CO)O1)c1cccc(F)c1	0.7
COCC#Cc1ccc([C@H]2[C@H]3CN(S(=O)(=O)c4cccc(OC)c4)CCCCN3[C@H]2CO)cc1	-1.5
Cc1noc(C)c1NC(=O)Nc1ccc2c(c1)CC(=O)N([C@@H](C)CO)C[C@H](C)[C@@H](CN(C)Cc1ccc(Oc3ccccc3)cc1)O2	2.4
C[C@@H]1CCCCO[C@@H](CN(C)C(=O)c2ccncc2)[C@@H](C)CN([C@H](C)CO)C(=O)c2cc(NC(=O)NC3CCCCC3)ccc2O1	-0.7

In the list so far, these have an aryl methoxy group.
SMILES	BioA inh
COc1ccc(NC(=O)N(C)C[C@H]2OCc3cn(nn3)CCCC(=O)N([C@H](C)CO)C[C@H]2C)cc1	-3.0
COc1cccc(S(=O)(=O)N[C@@H]2C=C[C@@H](CC(=O)NCc3ccc(F)cc3)O[C@H]2CO)c1	3.3
COc1ccccc1S(=O)(=O)Nc1ccc2c(c1)C(=O)N(C)C[C@@H](OC)[C@@H](C)CN[C@H](C)CO2	-0.7
COc1ccc(NC(=O)N(C)C[C@@H]2OCCCC[C@@H](C)Oc3ccc(NC(=O)CCC(F)(F)F)cc3C(=O)N([C@@H](C)CO)C[C@H]2C)cc1	1.7
COc1ccc(NC(=O)N[C@@H]2CC[C@H](CCNC(=O)Cc3ccncc3)O[C@@H]2CO)cc1	-0.6
COCC#Cc1ccc([C@H]2[C@H]3CN(S(=O)(=O)c4cccc(OC)c4)CCCCN3[C@H]2CO)cc1	-1.5

The list continues:
SMILES	BioA inh
CCCNC(=O)[C@H]1[C@H](CO)[C@H]2Cn3c(ccc(C4=CCCCC4)c3=O)[C@@H]1N2C(=O)CC	0.0
C[C@H](CO)N1C[C@H](C)[C@H](CN(C)S(=O)(=O)c2cn(C)cn2)OCc2ccccc2-c2c(n(C)c3ccccc23)C1=O	3.5
C[C@@H]1CN([C@H](C)CO)C(=O)c2cc(NC(=O)Cc3ccccc3)ccc2O[C@H]1CN(C)Cc1ccncc1	1.2
CC(C)NC(=O)N(C)C[C@@H]1Oc2ccc(NC(=O)Nc3ccc(F)cc3)cc2CC(=O)N([C@H](C)CO)C[C@@H]1C	-0.8
C[C@H](CO)N1C[C@H](C)[C@H](CN(C)S(=O)(=O)c2cn(C)cn2)Oc2c(NC(=O)NC3CCCCC3)cccc2C1=O	-1.9
C[C@@H]1CN([C@H](C)CO)C(=O)c2cccc(NS(=O)(=O)c3cn(C)cn3)c2O[C@H]1CN(C)CC1CCCCC1	0.5
C[C@@H]1CN([C@H](C)CO)C(=O)c2cccc(NC(=O)c3ccc(-c4nccs4)cc3)c2O[C@@H]1CN(C)C(=O)Nc1cccc2ccccc12	-0.1
CC(C)CC#Cc1cnc2c(c1)C(=O)N([C@H](C)CO)C[C@H](C)[C@@H](CN(C)C(=O)NC1CCCC1)O2	2.7
CO[C@H]1CN(C)C(=O)c2ccc(NS(C)(=O)=O)cc2OC[C@H](C)N(C(=O)CC2CC2)C[C@H]1C	0.5
COc1cccc(NC(=O)Nc2ccc3c(c2)C(=O)N(C)C[C@@H](OC)[C@H](C)CN(CC2CC2)[C@H](C)CO3)c1	-1.7
O=C(CC1CC1)Nc1ccc2c(c1)[C@H]1C[C@@H](CC(=O)NC3CCCCC3)O[C@H](CO)[C@H]1O2	-1.2
C[C@@H](NC(=O)[C@@H]1[C@@H](CO)[C@@H]2Cn3c(cccc3=O)[C@H]1N2Cc1ccccc1)c1ccccc1	-0.2
COc1ccc(NC(=O)Nc2ccc3c(c2)CC(=O)N([C@H](C)CO)C[C@H](C)[C@@H](CN(C)C(=O)Nc2ccc(F)cc2)O3)cc1	-0.6
COc1ccc(S(=O)(=O)N(C)C[C@H]2Oc3c(NS(=O)(=O)c4ccccc4)cccc3C(=O)N([C@H](C)CO)C[C@H]2C)cc1	-1.6
CCCNC(=O)Nc1ccc2c(c1)OC[C@H](C)N(Cc1ccncc1)C[C@H](C)[C@@H](OC)CN(C)C2=O	-0.3
C[C@@H]1CCCCO[C@@H](CN(C)Cc2ccc(Cl)c(Cl)c2)[C@H](C)CN([C@H](C)CO)C(=O)c2cc(NC(=O)c3ccccc3)ccc2O1	-2.9
CN(C)CC(=O)N[C@@H]1CC[C@@H](CCn2cc(C3CC3)nn2)O[C@H]1CO	5.0
CO[C@H]1CN(C)C(=O)c2cc(NC(=O)NC(C)C)ccc2OC[C@@H](C)N(Cc2ccccn2)C[C@H]1C	0.1
CO[C@H]1CN(C)C(=O)c2cc(NS(=O)(=O)c3ccccc3Cl)ccc2OC[C@H](C)NC[C@H]1C	-2.7
COCC(=O)N(C)C[C@H]1Oc2ncc(Br)cc2C(=O)N([C@H](C)CO)C[C@@H]1C	-1.1
O=C(C[C@@H]1C=C[C@@H](NC(=O)Nc2cc(F)ccc2F)[C@@H](CO)O1)NCc1ccccn1	-1.2
CCCC#Cc1ccc2c(c1)O[C@@H](CN(C)Cc1cncnc1)[C@@H](C)CN([C@H](C)CO)S2(=O)=O	4.9
COCCNC(=O)[C@H]1[C@H](CO)[C@H]2Cn3c(ccc(-c4ccccc4F)c3=O)[C@H]2N1C(=O)C1CCCC1	1.1
O=C(C[C@@H]1CC[C@@H]2[C@H](COC[C@@H](O)CN2C(=O)c2ccc(F)cc2)O1)N1CCCCC1	-2.1
C[C@@H]1CN([C@H](C)CO)C(=O)c2cc(-c3ccc(C#N)cc3)cnc2O[C@@H]1CN(C)Cc1cncnc1	-3.4
CCNC(=O)C[C@@H]1CC[C@@H]2[C@H](COc3ccc(NC(=O)Nc4ccccc4Cl)cc3C(=O)N2C)O1	0.8
C[C@H]1CN([C@@H](C)CO)C(=O)Cc2cc(NS(=O)(=O)c3cn(C)cn3)ccc2O[C@H]1CN(C)Cc1ccc(Cl)c(Cl)c1	-1.6
COc1ccccc1-c1cn(CC[C@H]2CC[C@H](NC(=O)C3CCOCC3)[C@@H](CO)O2)nn1	5.7
O=C(C[C@H]1C[C@H]2c3cc(NS(=O)(=O)c4ccc(F)cc4)ccc3O[C@H]2[C@@H](CO)O1)NCc1ccc(Cl)cc1	-1.7
CC(C)NC(=O)N(C)C[C@@H]1Oc2cc(Br)ccc2S(=O)(=O)N([C@@H](C)CO)C[C@@H]1C	2.2
Cc1ccc(S(=O)(=O)N(C)C[C@H]2Oc3c(NC(=O)Nc4ccccc4)cccc3C(=O)N([C@H](C)CO)C[C@H]2C)cc1	0.6
O=S(=O)(N[C@@H]1CC[C@H](CCn2cc(C3CC3)nn2)O[C@H]1CO)c1ccc(Cl)cc1	2.2
C[C@@H]1CN([C@@H](C)CO)C(=O)c2cc(NC(=O)c3ccccc3)ccc2O[C@@H](C)CCCCO[C@@H]1CN(C)Cc1ccc2c(c1)OCO2	-0.9
CO[C@@H]1CN(C)C(=O)c2cc(NS(=O)(=O)c3ccccc3C)ccc2OC[C@H](C)N(S(C)(=O)=O)C[C@H]1C	-1.6
CC(C)NC(=O)Nc1ccc2c(c1)C(=O)N([C@H](C)CO)C[C@H](C)[C@@H](CN(C)C(=O)Nc1ccc(F)cc1)OCCCC[C@@H](C)O2	-0.4
O=C(Cc1cccnc1)N1[C@H](CNCC2CCC2)[C@H](c2ccccc2)[C@@H]1CO	6.0
CC(=O)N(C)C[C@H]1Oc2ncc(C#Cc3ccccc3F)cc2C(=O)N([C@@H](C)CO)C[C@H]1C	-1.1
CCCN(C)C[C@@H]1Oc2cc(C#Cc3ccncc3)ccc2S(=O)(=O)N([C@@H](C)CO)C[C@@H]1C	-1.6
C[C@@H]1CN([C@@H](C)CO)C(=O)c2cc(NC(=O)NC3CCCCC3)ccc2O[C@@H](C)CCCCO[C@H]1CN(C)CC1CC1	-1.0
COc1ccc(S(=O)(=O)Nc2ccc3c(c2)C(=O)N([C@H](C)CO)C[C@H](C)[C@@H](CN(C)C(=O)Nc2cccc4ccccc24)OCCCC[C@H](C)O3)cc1	3.0
